Source: PubChem BioAssay
S100A4 inh HTS: inhibitors of human S100A4 binding to myosin IIA peptide. inhibition, % at 10.7 µM. S100A4/TAMRA-MyoIIA peptide fluorescence polarization. P26447. actives 0.14% (n = 360,000);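 active means mean inhibition of at least 70% across replicates, with every replicate also reaching that level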
Target sequence (P26447 whole entry, looked up): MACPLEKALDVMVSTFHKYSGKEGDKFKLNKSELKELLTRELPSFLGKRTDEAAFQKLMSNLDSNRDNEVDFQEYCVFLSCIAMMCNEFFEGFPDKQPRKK
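incubation = readout 5 min after mixing, signal stable up to 60 min | system = S100A4 monomer protein | buffer or medium = HEPES pH 7.2 with CaCl2, KCl, NaCl, DTT, Triton | benchmarks = neutral control DMSO, positive control TFP | also added = fluorescent myosin IIA peptide, 5 nM | compound dosing = one concentration per compound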
ERp5 block: ERp5 (human) disulfide isomerase inhibition; Q15084; ERp5 insulin aggregation, absorbance 650 nm, 90 min; inhibition, % at 9.99 µM; actives 0.05% (n = 350,000);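 active means mean replicate inhibition above about 25%, with every replicate also reaching it, limit read from the data, passing the limit was not always enough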
Target sequence (Q15084 whole entry, looked up): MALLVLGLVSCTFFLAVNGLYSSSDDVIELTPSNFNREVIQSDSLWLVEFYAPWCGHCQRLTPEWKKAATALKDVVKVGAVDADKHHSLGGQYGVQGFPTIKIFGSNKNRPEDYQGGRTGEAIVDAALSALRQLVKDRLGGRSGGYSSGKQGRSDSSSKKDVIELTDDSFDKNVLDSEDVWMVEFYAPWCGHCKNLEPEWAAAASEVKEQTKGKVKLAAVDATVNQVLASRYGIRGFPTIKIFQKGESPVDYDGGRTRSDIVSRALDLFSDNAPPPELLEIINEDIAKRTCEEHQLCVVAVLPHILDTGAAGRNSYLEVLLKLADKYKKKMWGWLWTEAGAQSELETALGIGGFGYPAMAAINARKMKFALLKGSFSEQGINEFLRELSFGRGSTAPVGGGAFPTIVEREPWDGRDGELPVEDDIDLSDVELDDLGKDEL
RAD54 inh: blocks human RAD54 Holliday junction branch migration; inhibition, % at 10.4 µM; Q92698; AID 602329; actives 0.14% (n = 360,000); FAM/BHQ fluorescence;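 active means mean normalized replicate activity at least 40 and at least half of replicates scoring 40 or more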;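 further: 0% = median of neutral control wells and 100% = median of positive control wells; inhibitors cause a drop in the FAM fluorescence signal; in these data hits start at about 50%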
RAD52 inh: blocks human RAD52 DNA annealing. P43351. recombinant RAD52 DNA annealing, FRET fluorescence. inhibition, % at 18.7 µM. actives 0.46% (n = 360,000). AID 651710;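 active means every replicate showing at least 50% inhibition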
Target sequence (P43351 whole entry, looked up): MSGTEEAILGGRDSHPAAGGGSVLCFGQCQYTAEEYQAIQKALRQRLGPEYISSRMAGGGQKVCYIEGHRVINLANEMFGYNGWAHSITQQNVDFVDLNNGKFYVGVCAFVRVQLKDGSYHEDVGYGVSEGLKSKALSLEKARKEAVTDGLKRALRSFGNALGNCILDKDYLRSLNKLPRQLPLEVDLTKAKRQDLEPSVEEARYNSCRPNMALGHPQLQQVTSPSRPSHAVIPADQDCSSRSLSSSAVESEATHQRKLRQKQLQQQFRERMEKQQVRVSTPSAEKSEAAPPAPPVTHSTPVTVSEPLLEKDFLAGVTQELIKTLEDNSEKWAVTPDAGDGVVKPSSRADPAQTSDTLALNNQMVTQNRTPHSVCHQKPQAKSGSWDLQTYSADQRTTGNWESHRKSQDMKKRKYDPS
Xi reactivation: activators of X-chromosome reactivation in mouse fibroblasts; activation, % at 7.58 µM; AID 743238; actives 0.055% (n = 360,000); XiGFP mouse fibroblasts, % GFP-positive cells imaging, 3 d; cells co-treated with 5-aza-dC sensitizer; scaled so ellipticine positive control = 100%;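 active means mean normalized replicate activation at least 10% and every replicate at or above 10%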;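 further: 0% = median of on-plate neutral control wells and 100% = ellipticine 6 µM median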
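Schedule: 3 d treatment, 15 min room-temperature fixation; system: 68-5-11 XiGFP fibroblast line; buffer or medium: DMEM plus 5-aza-dC sensitizer; control set: ellipticine 6 µM positive control; compound: one concentration, pinned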
ERAP1 inh: blocks human ERAP1 aminopeptidase activity | inhibition, % at 10.7 µM | actives 0.15% (n = 340,000) | recombinant ERAP1, Leu-AMC fluorescence, 60 min | Q9NZ08;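 active means mean replicate inhibition of at least 30%, or all replicates individually reaching that 30% level; inactive means mean below 30% and not every replicate reaching it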;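 further: 0% = neutral control wells and 100% = L-leucinethiol positive control wells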
E-selectin induc: E-selectin induction on HUVECs. P16581. HUVEC E-selectin immunofluorescence imaging; normalized: neutral wells 0, TNF-alpha wells 100. activation, % at 7.58 µM. actives 0.37% (n = 260,000). AID 686992;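 active means mean E-selectin-positive cell signal at least 10% of the positive control, reached in at least 60% of replicates, without over 20% cell loss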;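 further: in these data hits start at about 27%; measured in HUVEC primary endothelial cells; signal is the percent of cells scored E-selectin positive by PE staining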
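Test system: HUVEC; input: 3,000 HUVEC/well; measured by: immunofluorescence imaging; read-out: % PE-positive cells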
esBAF inh: inhibitors of esBAF chromatin remodeling in mouse ES cells | Bmi1-luciferase knock-in reporter, 24 h; 100% = twice the neutral-well signal | reporter increase, % at 12.5 µM | actives 2% (n = 350,000); in the data active means activation above about 40%;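 further: 0% = median of the plate's neutral control wells and 100% = double that signal; a rise in the Bmi1 reporter signal indicates esBAF inhibition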
* hit, by the source's call; . = no result given. Rows were taken by chance; 2.5% or so of the library scored in one or more.

SMILES	S100A4 inh HTS	ERp5 block	RAD54 inh	RAD52 inh	Xi reactivation	ERAP1 inh	E-selectin induc	esBAF inh
CC(OC(=O)c1c(F)cccc1F)C(=O)NCCC1=CCCCC1 (stereo unspecified)	-2	-7	1	-12	0.1	0	1.3	-2
Cc1ccc(C(=O)NNC(=O)c2ccc(S(=O)(=O)N(C)c3ccccc3)cc2)cc1	-8	-3	-1	-5	0.0	4	-0.2	3
C[C@H]1COc2cc(N3CCOCC3)ccc2S(=O)(=O)N1	-4	-5	.	-9	0.1	-3	0.1	.
Cc1cc(NC(=O)CSc2nc3ccsc3c(=O)n2CCCC(=O)NCCc2ccccc2)no1	3	4	.	-11	0.0	-3	0.0	.
C[C@@H]1CN([C@@H](C)CO)C(=O)c2cc(NS(C)(=O)=O)ccc2O[C@@H]1CN(C)Cc1ccc(C(=O)Nc2ccccc2N)cc1	1	6	.	2	-1.0	3	.	.
CNCc1c(OCc2ccccc2)ccc2ccccc12	0	5	10	13	0.0	0	0.4	0
Cc1ccc(S(=O)(=O)Nc2ccc3c(c2)CC(=O)N([C@H](C)CO)C[C@H](C)[C@@H](CN(C)Cc2ccc(C(=O)Nc4ccccc4N)cc2)O3)cc1	-2	-4	.	-5	-1.0	-5	0.0	.
CN(C(=O)c1cc2c(=O)n3ccccc3nc2s1)C1CCCCC1	-13	-10	6	-8	0.3	3	0.1	2
CCOc1ccc(N=C2SC(C(=O)Nc3ccccc3C#N)C(N)=C2C(=O)Nc2ccc(Cl)cc2)cc1 (stereo unspecified)	-3	-1	.	-4	0.0	19	.	.
COC(=O)C[C@@H]1C[C@@H]2c3cc(NC(=O)NC4CCCCC4)ccc3O[C@@H]2[C@@H](CO)O1	-2	-3	-4	4	0.0	1	0.0	-4
C[C@@H]1CN([C@@H](C)CO)C(=O)c2cc(NC(=O)Nc3cccc4ccccc34)ccc2O[C@H]1CN(C)C(=O)Nc1ccc2c(c1)OCO2	-12	14	-3	-10	-0.1	-1	17	34
C[C@@H]1CCCCO[C@@H](CN(C)CC2CCCCC2)[C@H](C)CN([C@H](C)CO)C(=O)c2cc(NC(=O)C3CCCCC3)ccc2O1	-8	6	0	3	-0.6	0	0.5	-7
CC(C)OC(=O)c1ccc2ccc(-c3ccccc3)nc2c1	-3	1	1	-15	0.0	-2	-1.5	55*
COc1ccc(NC(=O)N(C)C[C@@H]2Oc3ccc(NC(=O)Cn4cnnn4)cc3C(=O)N([C@H](C)CO)C[C@@H]2C)cc1	-5	-2	-16	-1	0.0	-1	-1.6	1
CCCNC(=O)N(C)C[C@H]1Oc2cc(-c3ccncc3)ccc2S(=O)(=O)N([C@H](C)CO)C[C@H]1C	0	5	2	-17	1.0	-1	2.2	0
N#CCCN(C(=O)COC(=O)CCC(=O)c1ccc(F)cc1)c1ccccc1	-3	-8	-2	-9	0.0	1	-0.4	0
COc1ccc(NC(=O)c2cn3c(nc4ccccc43)c(C#N)c2C)cc1	-4	6	1	-17	0.0	-2	5.3	.
CCOC(=O)Cn1cnc2scc(-c3ccccc3)c2c1=O	0	-2	12	0	0.1	0	.	-3
CCn1ncc(S(=O)(=O)N2CCN(c3cccc(OC)c3)CC2)c1C	19	-4	7	-11	0.1	2	-0.4	-5
O=C(Cc1c(F)cccc1Cl)NNC(=O)Nc1ccc2c(c1)OCO2	-10	4	-14	0	0.2	2	-0.2	-2
CO[C@@H]1CN(C)C(=O)c2ccc(NS(=O)(=O)c3ccccc3C)cc2OC[C@@H](C)N(C)C[C@@H]1C	-8	5	-4	-15	-0.3	.	0.0	0
Cc1ccc(C(=O)Nc2ccc(N3CCN(C(=O)c4ccco4)CC3)cc2)cc1	-7	3	6	-12	0.7	-5	1.5	2
O=S(=O)(NC1CC1)c1ccc(Cl)cc1	8	2	-13	2	0.0	4	.	-7
NC(=O)Cn1nc([N+](=O)[O-])nc1Oc1ccccc1F	-4	4	-16	2	0.0	-1	1.6	-9
CCN(CCn1cccn1)C(=O)c1cccc(OC2CCN(S(C)(=O)=O)CC2)c1	-8	8	-27	-2	0.3	0	.	.
CCN(CC)C(=O)Cn1c(=O)n(-c2ccccc2)c(=O)c2sccc21	-2	4	.	-3	-0.1	.	-2.5	-2
CNC(=S)NNC(=O)COc1ccc(C)c(C)c1	-37	0	.	-11	0.3	0	.	.
Cc1ccc(C)c(/C=N/Nc2nc3ccccc3c(=O)n2O)c1	-1	.	12	-13	0.2	-4	.	.
C[C@H](CO)N1C[C@H](C)[C@@H](CN(C)CC2CCCCC2)Oc2ccc(NC(=O)C3CCCCC3)cc2CC1=O	13	1	1	-3	-1.1	2	0.5	-5
Cc1cc(=O)c(C(=O)c2ccccc2)c(C)o1	0	.	.	4	-0.1	-3	.	.
C[C@@H]1CN([C@@H](C)CO)S(=O)(=O)c2ccc(C#CC3CC3)cc2O[C@@H]1CN(C)CC1CCOCC1	7	-1	4	16	0.2	1	-0.1	2
C[C@H](CO)N1C[C@H](C)[C@@H](CN(C)Cc2ccc(Cl)c(Cl)c2)Oc2c(NC(=O)c3nc4ccccc4s3)cccc2C1=O	7	-6	-1	9	0.1	1	-5.8	2
O=C(C1CCCO1)N1CCN(C(=O)C23CC4CC(CC(C4)C2)C3)CC1 (stereo unspecified)	-1	2	3	6	0.1	0	3.3	1
CC(CC(c1ccccc1)N1CCc2ccccc2C1)=NO (stereo unspecified)	8	0	-4	-6	0.0	1	-0.1	.
C[C@@H]1CN([C@H](C)CO)C(=O)c2cccc(NS(C)(=O)=O)c2O[C@@H]1CN(C)S(=O)(=O)c1ccccc1	0	-3	-5	-20	0.1	0	-0.4	1
CN(C(=O)c1cccc(NC(=O)Cc2ccc(NC(=O)C3CCN(C(=O)C4CC4)CC3)cc2)c1)C1CCC1	-7	-1	6	-12	0.0	.	-5.9	2
Cc1cccc(-c2ccc(C3[C@@H]4CN(C(=O)C5CCC5)C[C@H]3N4)cc2)c1 (stereo partly specified)	-6	4	.	25	0.2	-7	.	.
C[C@@H]1CN([C@H](C)CO)C(=O)c2cc(NC(=O)Nc3ccc4c(c3)OCO4)ccc2O[C@@H]1CN(C)C(=O)Nc1ccc(F)cc1	.	.	5	.	0.3	.	-4.2	2
COC(=O)[C@H](CCSC)NC(=O)Cn1ccc(N)nc1=O	9	-1	-6	-12	0.0	0	0.0	-1
C[C@@H]1CCCCO[C@@H](CN(C)C(=O)c2ccccc2)[C@H](C)CN([C@@H](C)CO)C(=O)c2cc(NC(=O)C3CCCCC3)ccc2O1	48	4	-25	3	-0.1	0	0.2	9
CCN1CCN(C(=O)NC2CCCCC2)CC1	3	-3	-3	-14	0.2	-1	0.1	-1
CC(C)OC(=O)N(C)C[C@@H]1OCc2ccccc2-c2ccccc2C(=O)N([C@@H](C)CO)C[C@H]1C	-11	-1	-1	8	-1.1	-1	0.1	1
O=C(CCc1nc2ccccc2s1)NC1CCOC1=O (stereo unspecified)	-11	4	-10	-17	0.0	-4	-1.6	-1
COc1ccc(S(=O)(=O)N2CCOCC2)cc1NC(=O)COc1ccc(C)cc1	7	1	1	-21	0.4	0	-0.1	7
Cc1noc(C)c1S(=O)(=O)Nc1ccc2c(c1)C(=O)N([C@H](C)CO)C[C@@H](C)[C@@H](CN(C)C(=O)C1CCCCC1)OCCCC[C@H](C)O2	-7	2	-2	5	-0.1	1	-0.1	-5
C[C@@H]1CN([C@H](C)CO)C(=O)c2cc(-c3ccncc3)cnc2O[C@H]1CN(C)C(=O)CN1CCOCC1	-1	20	1	3	0.1	2	0.2	3
O=C(NCCC1=CCCCC1)c1c(O)nc2ccccn2c1=O	-4	-10	-10	-14	0.3	1	.	35
CO[C@@H]1CN(C)C(=O)c2ccc(NC(=O)c3cc(C)on3)cc2OC[C@@H](C)N(CC2CC2)C[C@H]1C	7	.	.	-9	-0.4	3	0.0	.
Nc1c(Cl)cc2c(c1Br)Cc1ccccc1-2	-4	0	-4	-8	2.6	1	.	16
C[C@@H]1CCCCO[C@@H](CN(C)Cc2ccc(C(=O)O)cc2)[C@@H](C)CN([C@H](C)CO)C(=O)c2cc(NC(=O)Nc3ccccc3)ccc2O1	3	0	2	12	0.3	-7	-0.2	-8
Cc1cc(C)cc(NC(=S)NCc2cccn2C)c1	-8	8	.	65*	.	-2	.	.
C=CCC1(CC=C)CCCN1C(=O)C1CCC(=O)N(CCc2ccc(OC)cc2)C1 (stereo unspecified)	-4	11	-13	-14	0.3	-2	4.6	69*
O=C(Nc1nonc1-c1ccc(Cl)cc1)c1ccccc1	-1	-6	.	6	0.0	1	0.0	.
C[C@@H]1CN([C@@H](C)CO)C(=O)c2cc(NS(C)(=O)=O)ccc2O[C@@H](C)CCCCO[C@@H]1CN(C)C(=O)Nc1ccc2c(c1)OCO2	7	6	-11	13	.	-2	.	-1
Cc1cc(C)c(C(=O)N2CCCC(N3CCN(c4ccc(F)cc4)CC3)C2)o1 (stereo unspecified)	2	5	-5	-7	0.2	-2	-1.5	3
CN(C)CC(=O)Nc1ccc2c(c1)[C@@H]1C[C@@H](CC(=O)N3CCOCC3)O[C@@H](CO)[C@@H]1O2	.	.	-20	.	-0.1	.	0.2	1
CCS(=O)(=O)N(C)C[C@H]1[C@@H](c2ccccc2)[C@@H](CO)N1C(=O)CN(C)C	7	1	.	-25	0.3	2	-0.2	.

9 compounds out of the list, ordered by length of the SMILES, falling:
SMILES	S100A4 inh HTS	ERp5 block	RAD54 inh	RAD52 inh	Xi reactivation	ERAP1 inh	E-selectin induc	esBAF inh
C[C@@H]1CN([C@H](C)CO)C(=O)c2cc(NC(=O)Nc3ccc4c(c3)OCO4)ccc2O[C@@H]1CN(C)C(=O)Nc1ccc(F)cc1	.	.	5	.	0.3	.	-4.2	2
C[C@@H]1CCCCO[C@@H](CN(C)CC2CCCCC2)[C@H](C)CN([C@H](C)CO)C(=O)c2cc(NC(=O)C3CCCCC3)ccc2O1	-8	6	0	3	-0.6	0	0.5	-7
COC(=O)C[C@@H]1C[C@@H]2c3cc(NC(=O)NC4CCCCC4)ccc3O[C@@H]2[C@@H](CO)O1	-2	-3	-4	4	0.0	1	0.0	-4
CCS(=O)(=O)N(C)C[C@H]1[C@@H](c2ccccc2)[C@@H](CO)N1C(=O)CN(C)C	7	1	.	-25	0.3	2	-0.2	.
O=C(C1CCCO1)N1CCN(C(=O)C23CC4CC(CC(C4)C2)C3)CC1 (stereo unspecified)	-1	2	3	6	0.1	0	3.3	1
C[C@H]1COc2cc(N3CCOCC3)ccc2S(=O)(=O)N1	-4	-5	.	-9	0.1	-3	0.1	.
CC(C)OC(=O)c1ccc2ccc(-c3ccccc3)nc2c1	-3	1	1	-15	0.0	-2	-1.5	55*
Cc1cc(=O)c(C(=O)c2ccccc2)c(C)o1	0	.	.	4	-0.1	-3	.	.
CNCc1c(OCc2ccccc2)ccc2ccccc12	0	5	10	13	0.0	0	0.4	0
